HCV inh: inhibitors of hepatitis C virus infection. Huh7.5.1 HCVcc-Cre infection, luciferase reporter, 44 h. Potency, µM (doses to about 41.8 µM), inactives show at the top dose activity change, negative = inhibition, hits mostly inhibitors. AID 651820. 3.4% of 340,000 active; also: potency is read from the fitted curve at half-maximal effect; % is scaled to controls: 0 for no effect and ±100 for the full control effect
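Infectious HCVcc-Cre (~0.5 moi) was added to cells just after compound, with cells seeded 4 h earlier at 1,000 per well. Luciferase activity after 44 h culture reported infection; substrate was incubated 15 min at room temperature before reading.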
Pf growth 96h: P. falciparum growth inhibition at 96 hour, primary screen for plastid delayed-death inhibitors | 6.9% of 320,000 active | Potency, µM (highest dose often 28.7 µM), for the others: at the highest dose activity change, negative = inhibition, most hits filed as inhibitors | AID 504834 | P. falciparum luciferase reporter growth, 96 h; also: potency is read from the fitted curve at half-maximal effect; % is scaled to controls: 0 for no effect and ±100 for the full control effect
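Infected RBCs, 2% Hct / 0.05% parasitemia final; luciferase-reporter P. falciparum; cpd 96 h, 37 C, 5% CO2; luciferase detection reagent; luminescence.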
Pf growth 48h: inhibits P. falciparum growth in the first generation, 48 h; P. falciparum luciferase growth in erythrocytes, 48 h; Potency, µM (top dose mostly 28.7 µM), inactives show at the top dose activity change, negative = inhibition, most hits filed as inhibitors; 5.9% of 310,000 active; AID 504832; also: potency is read from the fitted curve at half-maximal effect; % is scaled to controls: 0 for no effect and ±100 for the full control effect
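In quantitative HTS format, infected erythrocytes bearing luciferase-reporter parasites were treated for a single generation at 37 C. Luminescence after adding detection reagent served as the growth measure.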
CHX counter: counter-screen hit for Shiga toxin inhibitors, cycloheximide. cell reporter, cycloheximide protein synthesis inhibition counterscreen. max response, %. 12% of 300,000 active. AID 2314; in the data active = max response mostly above about 13%, no sharp cut-off; inactive = mostly below about 14%; also: read at 38.3 µM for the half of the compounds with a filed dose; 0% is about no effect
LmPK inhibitor: inhibitors of Leishmania mexicana pyruvate kinase; purified LmPK, Kinase-Glo ATP luminescence, 1 h; Potency, µM (series often up to 57.5 µM), for the others: top-dose activity change, negative = inhibition, most hits filed as inhibitors; 0.37% of 290,000 active; AID 1721; also: potency is read from the fitted curve at half-maximal effect; % is scaled to controls: 0 for no effect and ±100 for the full control effect
Target sequence (Q27686 whole entry, looked up): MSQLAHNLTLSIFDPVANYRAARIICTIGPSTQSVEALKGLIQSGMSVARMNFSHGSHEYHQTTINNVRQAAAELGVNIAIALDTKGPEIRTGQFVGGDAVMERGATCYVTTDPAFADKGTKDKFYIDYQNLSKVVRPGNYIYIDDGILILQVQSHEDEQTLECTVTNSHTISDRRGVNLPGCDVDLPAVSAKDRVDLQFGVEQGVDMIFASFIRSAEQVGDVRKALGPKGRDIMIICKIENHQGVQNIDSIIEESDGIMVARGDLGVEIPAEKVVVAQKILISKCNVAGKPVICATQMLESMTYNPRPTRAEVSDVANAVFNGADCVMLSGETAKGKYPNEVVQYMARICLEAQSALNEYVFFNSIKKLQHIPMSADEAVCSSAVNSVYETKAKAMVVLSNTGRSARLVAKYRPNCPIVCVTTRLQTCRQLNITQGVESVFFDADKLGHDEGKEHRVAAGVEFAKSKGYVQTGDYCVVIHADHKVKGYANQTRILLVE
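Kinase-Glo luminescence read after 1 h RT reaction of 0.1 nM LmPK with 0.5 mM PEP and 0.1 mM ADP. Activity scaled between uninhibited and enzyme-free controls.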
TbPYK inhibitor: inhibitors of Trypanosoma brucei pyruvate kinase; 0.12% of 410,000 active; AID 624173; Potency, µM (top dose mostly 76.8 µM), without a hit: top-dose activity, negative = inhibition, usual class: inhibitors; TbPYK enzyme, Kinase-Glo Plus ATP luminescence, 45 min; Q57TT1; also: potency is read from the fitted curve at half-maximal effect; % is scaled to controls: 0 for no effect and ±100 for the full control effect; nearly all actives have a fitted effect of over 50% in size
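ADP (130 uM final) triggers the TbPYK reaction after compound addition; incubation is 45 min at room temperature. Kinase-Glo Plus is then added and luminescence imaged. Normalized data are fitted to concentration-effect curves.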
Shiga inhibitor: Shiga toxin inhibition. Vero cells, Shiga toxin protein synthesis inhibition reporter. inhibition, % at 38.7 µM. 9.2% of 290,000 active; in the data active = inhibition mostly above about 28%, no sharp cut-off; inactive = mostly below about 43%; also: 0% is about no effect
Numbers without * were called inactive; ? = inconclusive; . = not tested or not shown; [ ] = another dose, or the depositor's remark. Unless noted, calls follow the shape of the dose curve; as a rule, active = well fitted curve in the direction sought with a large enough effect; inconclusive = small, poorly fitted or top-dose-only effect, or another doubt; inactive = no such curve, though single readings can be large; an effect the other way counts as inactive or inconclusive. Compounds were not picked by outcome. About 24% of those tested had a hit in this group.

cpd	structure	HCV inh	Pf growth 96h	Pf growth 48h	CHX counter
1	Cn1c(=O)c2c(nc(SCC(=O)OCc3ccccc3)n2C)n(C)c1=O	19%	.	14%	-4
2	CCOC(=O)N1CCN(C(=O)C(=O)NNC(=O)COc2ccc(Cl)c(C)c2)CC1	3%	42%[activator]	9%	-3
3	CC(=O)OC1OCCOC1NC(=S)NCc1ccco1 (stereo unspecified)	2%	0%	-10%	19
4	CCc1ccccc1NC(=O)NNC(=O)c1ccc2ccccc2c1O	18%	?	24%	-2
5	CCCC(=O)Nc1sc2c(c1C(=O)Nc1ccccn1)CCCC2	?	100%[activator]	?	-1
6	COc1ccc(/C=N/NC(=O)CCCOc2ccc(Cl)cc2Cl)cc1[N+](=O)[O-]	?	56%[activator]	12%	1
7	CSc1ccc(S(=O)(=O)NCCOc2ccccc2C)cc1	2%	.	-2%	-2
8	Cc1ccccc1NC(=O)c1nc(S(C)(=O)=O)ncc1Cl	?	13µM*	1%	42*

cpd	LmPK inhibitor	TbPYK inhibitor	Shiga inhibitor
1	2%	1%	54
2	1%	7%	-7
3	0%	2%	-12
4	-6%	2%	-7
5	0%	3%	-15
6	2%	-2%	-11
7	1%	3%	13
8	-5%	-1%	48*

Given as labelled records: part of the list above.
4: CCc1ccccc1NC(=O)NNC(=O)c1ccc2ccccc2c1O
  HCV inh: 18%
  Pf growth 96h: ?
  Pf growth 48h: 24%
  CHX counter: -2
  LmPK inhibitor: -6%
  TbPYK inhibitor: 2%
  Shiga inhibitor: -7
5: CCCC(=O)Nc1sc2c(c1C(=O)Nc1ccccn1)CCCC2
  HCV inh: ?
  Pf growth 96h: 100%[activator]
  Pf growth 48h: ?
  CHX counter: -1
  LmPK inhibitor: 0%
  TbPYK inhibitor: 3%
  Shiga inhibitor: -15
6: COc1ccc(/C=N/NC(=O)CCCOc2ccc(Cl)cc2Cl)cc1[N+](=O)[O-]
  HCV inh: ?
  Pf growth 96h: 56%[activator]
  Pf growth 48h: 12%
  CHX counter: 1
  LmPK inhibitor: 2%
  TbPYK inhibitor: -2%
  Shiga inhibitor: -11
7: CSc1ccc(S(=O)(=O)NCCOc2ccccc2C)cc1
  HCV inh: 2%
  Pf growth 96h: .
  Pf growth 48h: -2%
  CHX counter: -2
  LmPK inhibitor: 1%
  TbPYK inhibitor: 3%
  Shiga inhibitor: 13

Next entries follow.
cpd	structure	HCV inh	Pf growth 96h	Pf growth 48h	CHX counter
9	CCN(CC)C(=S)SCc1csc(CC(=O)Nc2ccccc2C)n1	?	?	?	-4
10	Cc1cc(NC(=O)CC(C)C)c(=O)n(Cc2c(F)cccc2Cl)c1	-22%	-1%	0%	-2
11	CC(Sc1nnc(CC(=O)Nc2ccccc2F)n1C)C(=O)Nc1nccs1 (stereo unspecified)	6%	25%	-2%	-4
12	Cc1ccccc1-n1nc(-c2cccnc2)cc1C(=O)NN	-13%	-29%	-15%	9
13	CCOc1ccccc1C(=O)Nc1ccc2nc3n(c(=O)c2c1)CCCCC3	?	-20%	?	-2
14	CC1(C)CC(n2c(=S)[nH]c3ccccc3c2=O)CCO1 (stereo unspecified)	-12%	?	-9%	-1
15	CCCCN(CCCNC(=O)C1CCN(S(=O)(=O)CC)CC1)c1ccccc1	?	6%	?	-6
16	O=[N+]([O-])c1ccc(OCCN2CCNCC2)cc1	-3%	?	0%	-4

cpd	LmPK inhibitor	TbPYK inhibitor	Shiga inhibitor
9	-7%	0%	-5
10	-2%	1%	-15
11	2%	2%	-2
12	3%	-2%	-5
13	-3%	-1%	10
14	3%	-20%	-3
15	6%	2%	-9
16	-12%	3%	-7

(next part)
cpd	structure	HCV inh	Pf growth 96h	Pf growth 48h	CHX counter
17	Cn1nnnc1NC(=O)c1ccccc1Cl	12%	53%[activator]	2%	-2
18	CC(C)C(NC(=O)c1ccccc1)C(=O)NCC(c1ccccc1)N(C)C (stereo unspecified)	24%	-26%	-3%	-5
19	O=C(C1CC2C=CC1C2)N1CCN(c2ccccc2)CC1 (stereo unspecified)	20%	4%	38%[activator]	5
20	Cc1ccc(-c2nnc(Nc3ccc(C(=O)N(C)C)cc3)c3ccccc23)cc1S(=O)(=O)NCC1CCCO1 (stereo unspecified)	?	?	2.3µM*	-3
21	NS(=O)(=O)c1cc(Cl)c(NC(=O)COC(=O)c2ccccn2)c(Cl)c1	-3%	-28%	-19%	.
22	CCOC(CN1CCN(CC(C)C(=O)c2ccccc2)CC1)c1ccccc1 (stereo unspecified)	.	?	-7%	.
23	COc1cc(-c2cccs2)cc(=O)c2c(C)oc(C)c12	11µM*	12µM*	?	-4
24	Cc1ccc(S(=O)(=O)Nc2ccc(C(=O)NCCCN3CCOCC3)cc2)cc1[N+](=O)[O-]	-6%	-6%	38%[activator]	.

cpd	LmPK inhibitor	TbPYK inhibitor	Shiga inhibitor
17	-1%	-4%	-16
18	0%	1%	-11
19	3%	-2%	32
20	0%	7%	-3
21	.	-10%	.
22	.	7%	.
23	1%	-5%	27
24	.	3%	.

The listing continues:
cpd	structure	HCV inh	Pf growth 96h	Pf growth 48h	CHX counter
25	CCCCCCCCCC(=O)N/N=C(\C)c1cccnc1	16%	?	-26%	-1
26	O=C(Cn1cnnn1)Nc1ccccc1Cc1ccccc1	-11%	-17%	6%	-5
27	OCCC1CN(Cc2cccn2-c2cccnc2)CCN1C1CCCCC1 (stereo unspecified)	3%	?	0%	0
28	CCOC(=O)CC(NC(=O)c1cccs1)c1ccc(OCC)cc1 (stereo unspecified)	-6%	10µM*	6%	8
29	CSc1nc(C)c2cc(C)oc2n1	-9%	0.37µM*	16%	-3
30	NS(=O)(=O)c1ccccc1	-12%	48%[activator]	?	-3
31	CCCC[C@@H]1CNC(=S)N1CC1CCCCC1	0%	?	21%	-2
32	O=c1[nH]c(CN2CCN(c3ccccc3)CC2)nc2ccccc12	10%	.	17%	7

cpd	LmPK inhibitor	TbPYK inhibitor	Shiga inhibitor
25	2%	-4%	-4
26	-1%	-7%	-4
27	3%	-5%	13
28	-6%	-1%	8
29	-8%	-1%	71*
30	-4%	-3%	-3
31	5%	0%	-8
32	3%	3%	-20

(listing goes on)
cpd	structure	HCV inh	Pf growth 96h	Pf growth 48h	CHX counter
33	CN(C)C(=S)Nc1ccc(S(=O)(=O)N2CCCCC2)cc1	3%	-9%	-8%	-2
34	Cc1ccccc1C(=O)Nc1nnc(SCC(=O)NCc2ccco2)s1	7%	52%[activator]	102%[activator]	21*
35	COC(=O)CSc1nc(-c2ccc(C)cc2)c2c(c1C#N)CCCC2	?	.	6%	-1
36	c1sc2[n+](c1C13CC4CC(CC(C4)C1)C3)CCS2	1%	2.9µM*	2.3µM*	-1
37	CCOC(=O)[C@H]1[C@H]2COc3ccc(Cl)cc3[C@@H]2N2C(=O)CN(Cc3ccco3)C(=O)[C@@]12C	-3%	?	?	.
38	Cc1ccccc1C(=O)NC1CCN(CC(=O)Nc2ccc3c(c2)OCCO3)CC1	11%	?	17%	9
39	COc1cccc(C(=O)CSc2nnnn2C2CCCCC2)c1	6%	67%[activator]	.	28*
40	CCCCC1=CC2=CC(=O)C(C)(OC(=O)CC)C(=O)C2=CN1CCCOC(C)C (stereo unspecified)	1%	?	?	-8

cpd	LmPK inhibitor	TbPYK inhibitor	Shiga inhibitor
33	-8%	-7%	1
34	-2%	-5%	72*
35	4%	0%	-3
36	6%	-1%	11
37	.	1%	.
38	-5%	4%	24
39	1%	3%	59*
40	-3%[11.5 µM]	-5%	-6

Arranged by SMILES length (highest first): part of the list above.
cpd	structure	HCV inh	Pf growth 96h	Pf growth 48h	CHX counter
37	CCOC(=O)[C@H]1[C@H]2COc3ccc(Cl)cc3[C@@H]2N2C(=O)CN(Cc3ccco3)C(=O)[C@@]12C	-3%	?	?	.
38	Cc1ccccc1C(=O)NC1CCN(CC(=O)Nc2ccc3c(c2)OCCO3)CC1	11%	?	17%	9
34	Cc1ccccc1C(=O)Nc1nnc(SCC(=O)NCc2ccco2)s1	7%	52%[activator]	102%[activator]	21*

cpd	LmPK inhibitor	TbPYK inhibitor	Shiga inhibitor
37	.	1%	.
38	-5%	4%	24
34	-2%	-5%	72*

Values in list order from the entries so far:
Entries 33 to 40 in TbPYK inhibitor: -7%, -5%, 0%, -1%, 1%, 4%, 3%, -5%
Entries 33 to 40 in Shiga inhibitor: 1, 72*, -3, 11, ., 24, 59*, -6
Entries 33 to 40 in HCV inh: 3%, 7%, ?, 1%, -3%, 11%, 6%, 1%

The listing continues.
cpd	structure	HCV inh	Pf growth 96h	Pf growth 48h	CHX counter
41	CCc1cccc(NC(=O)COc2ccccc2)c1	-6%	.	21%	35
42	C/C(=N/OCC(=O)Nc1ccccc1)c1cccs1	-1%	50%[activator]	87%[activator]	27*
43	COc1cc(C2C(C#N)=C(N)OC3=C2C(=O)CC(C)(C)C3)cc([N+](=O)[O-])c1O (stereo unspecified)	11%	-25%	-7%	-2
44	COc1cc2c(cc1OC)C(C)N(C(=O)CCc1c[nH]c3ccccc13)CC2 (stereo unspecified)	?	0%	-19%	9
45	Cc1ccc(SCC(=O)Nc2ccc(N3CCN(C)CC3)c(F)c2)c(C)c1	?	?	?	24*
46	CC(=NCc1ccco1)c1c(C)[nH]n(-c2nc3ccccc3s2)c1=O	-5%	?	185%[activator]	48*
47	O=C(COc1ccc2c(-c3ccccc3)cc(=O)oc2c1)Nc1ccc(CCO)cc1	7.1µM*	30%	29%	-1
48	O=c1[nH]c(COc2ccc(Cl)cc2Br)nc2ccccc12	.	-56%	0%	51*

cpd	LmPK inhibitor	TbPYK inhibitor	Shiga inhibitor
41	5%	-2%	49
42	-9%	-5%	60*
43	5%	3%	3
44	8%	-1%	-6
45	0%	2%	37
46	-3%	-5%	56*
47	1%	2%	2
48	2%	3%	127*

(list continues)
cpd	structure	HCV inh	Pf growth 96h	Pf growth 48h	CHX counter
49	CCOc1nc(NC(=O)NC(=O)c2ccccc2)nc(-c2ccccc2)n1	?	7%	23%	-2
50	Cc1cccc(N=C2NN=C(c3c(C)[nH]c4ccccc34)CS2)c1	?	1.5µM*	2.6µM*	6
51	CC(NC(=O)Cc1ccc(F)cc1)C(c1cccs1)N1CCN(C)CC1 (stereo unspecified)	?	-28%	?	-1
52	Cc1ccc(NC(=O)Cn2nc(C)c([N+](=O)[O-])c2C)cc1C	-12%	?	19%	-2
53	N/C(=C/C(=O)c1ccccc1O)C(F)(F)F	10%	15%	-2%	-1
54	COc1ccc(-c2ccoc2)cc1[C@H]1[C@H]2C=CC[C@@H](C)[C@@H]2C(=O)N1Cc1ccccc1	6%[8.37 µM]	?	10µM*	-4
55	CCOc1ccccc1NC(=O)CCSc1nc2n[nH]c(C)c2c(=N)n1-c1ccccc1Cl	?	115%[activator]	12µM*	-4
56	CCn1ccnc1CN(C)Cc1nc(CCC(C)C)no1	-1%	?	-13%	23

cpd	LmPK inhibitor	TbPYK inhibitor	Shiga inhibitor
49	2%	-9%	-7
50	4%	?	13
51	5%	1%	7
52	4%	-1%	-22
53	-2%	0%	-10
54	3%	4%	-7
55	-1%	-4%	-4
56	8%	1%	37

Bioassay records from PubChem BioAssay.
